TRHR PAM: TRH receptor (human) allosteric enhancement; TRHR cells, fluo-8 calcium fluorescence, EC20 TRH enhancement; P34981; enhancement, % at 2 µM; 0.66% of 360,000 active; in the data active = enhancement above about 30%; also: 0% is about no effect
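TRHR-expressing cells loaded with fluo-8 calcium dye were read kinetically (ex 480/em 530) during compound addition, then stimulated with an EC20 of TRH (10 nM final). Enhancement of the Gq-mediated intracellular calcium response was scored.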
D2 PAM: positively modulates the human D2 dopamine receptor allosterically; potentiation, % at 10 µM; HEK293 T-REx D2, calcium flux, EC20 dopamine potentiation; AID 485347; 0.34% of 340,000 active;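 active = potentiation over 3 SD above the plate norm, cut at about 30% in these data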; also: 0% is about no effect
Target sequence (P14416 whole entry, looked up): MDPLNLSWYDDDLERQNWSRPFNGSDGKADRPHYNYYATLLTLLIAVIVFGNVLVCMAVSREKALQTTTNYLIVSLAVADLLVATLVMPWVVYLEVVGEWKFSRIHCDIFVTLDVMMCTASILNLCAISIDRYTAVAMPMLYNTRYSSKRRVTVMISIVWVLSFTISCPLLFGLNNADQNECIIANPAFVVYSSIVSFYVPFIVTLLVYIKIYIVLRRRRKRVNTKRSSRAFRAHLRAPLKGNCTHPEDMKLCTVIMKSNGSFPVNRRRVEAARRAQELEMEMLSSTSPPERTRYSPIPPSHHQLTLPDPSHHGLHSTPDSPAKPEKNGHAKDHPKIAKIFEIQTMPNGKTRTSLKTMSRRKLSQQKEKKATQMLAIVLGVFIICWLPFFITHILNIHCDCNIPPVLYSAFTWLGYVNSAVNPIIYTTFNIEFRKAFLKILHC
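Tetracycline-induced HEK293 T-REx cells force-coupled to calcium signalling expressed D2; compounds were pin-added after a 10 s baseline, read kinetically 180 s, then an EC20 dopamine challenge followed with a further 180 s calcium read.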
D2 ag: activates the human D2 dopamine receptor; P14416; HEK293 T-REx D2 cells, calcium flux agonist mode; activation, % at 2 µM; 0.53% of 340,000 active;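 active = activation over 3 SD above normal in the single-dose calcium agonist read, cut at about 30% in these data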; also: 0% is about no effect
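Tetracycline-induced HEK293 T-REx cells with force-coupled D2 receptor, plated overnight at 30 C, loaded with no-wash calcium dye. After a 10 s baseline, compound was pin-added and calcium flux read kinetically for 180 s; calcium rises flagged agonists.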
D1 antagonist: blocks dopamine activation of the human D1 receptor. HEK293 TREx D1 cells, calcium flux, dopamine EC80; stronger effect = lower value. P21728. activity change, negative = inhibition, % at 10 µM. 3.2% of 360,000 active; in the data active = activity change below about -30%; also: % is scaled to controls: 0 for no effect and ±100 for the full control effect
Target sequence (P21728 whole entry, looked up): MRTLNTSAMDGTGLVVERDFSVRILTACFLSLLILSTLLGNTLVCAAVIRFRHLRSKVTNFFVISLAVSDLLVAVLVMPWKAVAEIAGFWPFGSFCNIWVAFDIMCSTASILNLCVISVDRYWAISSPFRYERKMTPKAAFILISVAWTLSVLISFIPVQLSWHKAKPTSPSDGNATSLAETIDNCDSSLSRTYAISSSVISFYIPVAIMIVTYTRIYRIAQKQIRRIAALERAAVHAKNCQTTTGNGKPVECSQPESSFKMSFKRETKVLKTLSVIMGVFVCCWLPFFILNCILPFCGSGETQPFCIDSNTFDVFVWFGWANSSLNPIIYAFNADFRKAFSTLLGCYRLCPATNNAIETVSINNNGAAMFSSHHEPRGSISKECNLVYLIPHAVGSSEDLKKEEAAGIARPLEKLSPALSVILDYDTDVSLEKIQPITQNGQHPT
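Antagonism measured as reduced calcium response to an EC80 dopamine addition following 180 s compound pre-read; cells were inducible HEK293 Trex D1 plated overnight at 30 C, read kinetically at 1 cycle/sec.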
D1 potentiator: human D1 dopamine receptor positive modulation; P21728; HEK293 TREx D1 cells, calcium flux, dopamine EC20 potentiation; potentiation, % at 10 µM; 0.036% of 360,000 active; in the data active = potentiation above about 30%; also: 0% is about no effect
TRHR ag: agonists of human TRH receptor; P34981; TRHR cells, calcium flux fluo-8, FDSS agonist mode; activation, % at 2 µM; 0.18% of 360,000 active; also: 0% is about no effect
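In this calcium-flux screen, cells bearing human TRHR are dye-loaded with fluo-8, baselined for 10 cycles, then exposed to library compounds; positive kinetic calcium responses during the agonist phase mark hits, with TRH as control.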
RXFP1 antag: RXFP1 (human) relaxin receptor antagonism | Q9HBX9 | HEK293-RXFP1, relaxin-stimulated cAMP HTRF, 30 min; stronger effect = lower value | activity change, negative = inhibition, % at 57.5 µM | 0.59% of 350,000 active;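 active = activity change of -60% or lower, but not beyond a set lower limit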; also: % is scaled to controls: 0 for no effect and ±100 for the full control effect
D2 antag: D2 dopamine receptor (human) antagonism | HEK293 TREx D2 cells, calcium flux, dopamine EC80 | P14416 | 2% of 340,000 active | inhibition, % at 10 µM; in the data active = inhibition above about 30%; also: 0% is about no effect
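Compounds are added to dye-loaded, induced HEK293 T-REx cells coupled to calcium release via D2; after a 3 min kinetic read an EC80 dopamine stimulus is given and fluorescence is recorded for 3 more min.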
D1 ag: human D1 receptor agonism. activation, % at 2 µM. 1% of 360,000 active. HEK293 T-REx D1 cells, calcium flux, agonist mode; also: 0% is about no effect
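Inducible HEK293 T-REx D1 cells, force-coupled to calcium signalling, were plated at 4000 cells/well with tetracycline and held overnight at 30 C. After no-wash calcium dye loading, compound-evoked calcium rise over 180 s flagged agonists.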
* marks the source's active call; other numbers are inactive results. Rule as the data show it, unless noted: active = activation above about 30%; inactive = the rest.

How did CCOC(=O)C1(C)NC(c2cccc(C)c2)C2C(=O)N(c3ccccc3)C(=O)C21 (stereo not drawn) do in these assays?
TRHR PAM: -2; D2 PAM: 20; D2 ag: -2.0; D1 antagonist: 9; D1 potentiator: -1; TRHR ag: -0.4; RXFP1 antag: -9; D2 antag: 15; D1 ag: 2

What do the screens show for `COc1ccccc1CNc1ccc(C(=O)O)cc1`?
TRHR PAM: -1; D2 PAM: 17; D2 ag: 0.7; D1 antagonist: -7; D1 potentiator: -2; TRHR ag: 0.1; RXFP1 antag: -14; D2 antag: -6; D1 ag: 0

How did COc1ccc(OC)c(N(CC(=O)NCC2CCCO2)S(=O)(=O)c2ccccc2)c1 (stereo not drawn) do in these assays?
TRHR PAM: 4; D2 PAM: -13; D2 ag: 0.2; D1 antagonist: 0; D1 potentiator: -2; TRHR ag: 0.2; RXFP1 antag: -1; D2 antag: -15; D1 ag: 1

Results for O=C(Nc1n[nH]c(C(F)(F)F)n1)C1CC1 ?
TRHR PAM: -4; D2 PAM: -5; D2 ag: 1.8; D1 antagonist: -34*; D1 potentiator: -4; TRHR ag: -1.0; RXFP1 antag: -5; D2 antag: 23; D1 ag: 3

Results for Cc1cc(C(=O)CCC(=O)N2CCN(c3ccccc3O)CC2)c(C)s1 ?
TRHR PAM: -1; D2 PAM: 10; D2 ag: 0.2; D1 antagonist: 11; D1 potentiator: -2; TRHR ag: -0.8; RXFP1 antag: 5; D2 antag: 17; D1 ag: 0

What do the screens show for `COc1ccc(S(=O)(=O)N2CCCCCC2)cc1NS(=O)(=O)c1cc(C(=O)O)cc(C)c1C`?
TRHR PAM: 8; D2 PAM: -5; D2 ag: -0.5; D1 antagonist: 7; D1 potentiator: 2; TRHR ag: 0.3; RXFP1 antag: 2; D2 antag: -7; D1 ag: 0

What do the screens show for `CC1(C)Cc2nc3sc(C(N)=O)c(N)c3cc2CO1`?
TRHR PAM: 4; D2 PAM: 1; D2 ag: 0.6; D1 antagonist: 5; D1 potentiator: 1; TRHR ag: -0.1; RXFP1 antag: -4; D2 antag: 7; D1 ag: 0

What do the screens show for `O=C(NCc1ccco1)c1cc(-c2ccccn2)nc2ccccc12`?
TRHR PAM: 0; D2 PAM: 10; D2 ag: -0.4; D1 antagonist: 3; D1 potentiator: -5; TRHR ag: 0.0; RXFP1 antag: -10; D2 antag: 10; D1 ag: 1

Results for CCOc1cc(C(=O)Nc2ccncc2)cc(OCC)c1OCC ?
TRHR PAM: 10; D1 antagonist: -22; D1 potentiator: -5; TRHR ag: -0.6; RXFP1 antag: -10; D1 ag: 4

How did Cc1ccc2c(N)c(C)ccc2c1 do in these assays?
TRHR PAM: 4; D2 PAM: -3; D2 ag: -0.9; D1 antagonist: 6; D1 potentiator: 1; TRHR ag: -1.1; RXFP1 antag: 1; D2 antag: -9; D1 ag: 1

Results for Cc1nc2ccn(Cc3ccco3)c(=O)c2cc1C(=O)NCc1ccccc1F ?
TRHR PAM: -1; D2 PAM: 2; D2 ag: -0.5; D1 antagonist: 3; D1 potentiator: 1; TRHR ag: -0.3; RXFP1 antag: -3; D1 ag: 4

Results for N#C/C(=C/c1ccc(-c2cc(C(=O)O)cc(C(=O)O)c2)o1)c1nc2ccccc2s1 ?
TRHR PAM: 2; D2 PAM: -1; D2 ag: 10; D1 antagonist: -6; D1 potentiator: 4; TRHR ag: 14; D2 antag: -2; D1 ag: 19

Results for O=C(NCCCn1ccnc1)c1ccc(NS(=O)(=O)c2cccc([N+](=O)[O-])c2)cc1 ?
TRHR PAM: -1; D2 PAM: -1; D2 ag: -0.3; D1 antagonist: -3; D1 potentiator: -6; TRHR ag: 0.0; RXFP1 antag: 9; D2 antag: 14; D1 ag: 3

How did CSCCC(NS(=O)(=O)c1ccccc1F)C(=O)NCC(c1ccc(F)cc1)N1CCOCC1 (stereo not drawn) do in these assays?
TRHR PAM: -4; D2 PAM: -20; D2 ag: 1.1; D1 antagonist: -11; D1 potentiator: 0; TRHR ag: -0.5; RXFP1 antag: -1; D2 antag: -8; D1 ag: 2

How did CCOC(=O)c1ccc(NS(C)(=O)=O)cc1 do in these assays?
TRHR PAM: -5; D2 PAM: 1; D2 ag: 0.6; D1 antagonist: -4; D1 potentiator: -3; TRHR ag: -0.1; RXFP1 antag: -14; D2 antag: -6; D1 ag: 1

How did O=[N+]([O-])/C=C/c1ccc2c(ccn2Cc2ccccc2)c1 do in these assays?
TRHR PAM: -26; D2 PAM: 6; D2 ag: 1.4; D1 antagonist: -38*; D1 potentiator: -17; TRHR ag: 7.5; RXFP1 antag: -94*; D2 antag: -9; D1 ag: 6

Results for CCN(CC1CCCO1)C(=O)c1cc(COc2ccccc2SC)on1 (stereo not drawn) ?
TRHR PAM: -3; D2 PAM: 8; D2 ag: -0.3; D1 antagonist: -5; D1 potentiator: 2; TRHR ag: -1.0; RXFP1 antag: -22; D2 antag: 9; D1 ag: 4

How did COc1ccc(NC(=O)CSc2nnc(Cc3cccn3C)n2-c2ccc(C)cc2)cc1OC do in these assays?
TRHR PAM: 2; D2 PAM: -1; D2 ag: 0.7; D1 antagonist: -39*; D1 potentiator: -3; TRHR ag: -0.5; RXFP1 antag: 10; D2 antag: 11; D1 ag: 0

How did Cc1c(O)ccc2c(CN3CCN(CCO)CC3)cc(=O)oc12 do in these assays?
TRHR PAM: 5; D2 PAM: -13; D2 ag: 0.2; D1 antagonist: 6; D1 potentiator: -8; TRHR ag: 1.0; RXFP1 antag: 2; D2 antag: 1; D1 ag: 4

How did CCOc1cc(/C=C(\C#N)C(=O)Nc2ccccc2C)ccc1OCc1cc(=O)n2nc(CC)sc2n1 do in these assays?
TRHR PAM: 9; D2 PAM: 4; D2 ag: -0.8; D1 antagonist: 5; D1 potentiator: -1; TRHR ag: -1.3; D1 ag: 5

How did CS(=O)(=O)N1CCc2cc(-c3csc(NC(=O)C(c4ccccc4)c4ccccc4)n3)ccc21 do in these assays?
TRHR PAM: -3; D2 PAM: -3; D2 ag: 0.3; D1 antagonist: -5; D1 potentiator: -2; TRHR ag: 0.3; RXFP1 antag: 6; D2 antag: 3; D1 ag: 2

What do the screens show for `CCOC(=O)CNC(=O)CCCCCC(=O)NCC(=O)OCC`?
TRHR PAM: 0; D1 antagonist: 12; D1 potentiator: 5; TRHR ag: 0.8; RXFP1 antag: -11; D1 ag: 1

Results for Cc1ccc2c(C)cc(=S)[nH]c2c1 ?
TRHR PAM: 0; D2 PAM: 12; D2 ag: 1.4; D1 antagonist: -2; D1 potentiator: -3; TRHR ag: 0.2; RXFP1 antag: 8; D2 antag: 11; D1 ag: 7

What do the screens show for `COc1cc2nc(-c3ccccc3C)oc(=O)c2cc1OC`?
TRHR PAM: 3; D2 PAM: -1; D2 ag: -1.1; D1 antagonist: -21; D1 potentiator: -6; TRHR ag: -0.1; RXFP1 antag: -16; D2 antag: 2; D1 ag: 0

Not a retest: an excerpt of the list.
Results for N#C/C(=C/c1ccc(-c2cc(C(=O)O)cc(C(=O)O)c2)o1)c1nc2ccccc2s1 ?
TRHR PAM: 2; D2 PAM: -1; D2 ag: 10; D1 antagonist: -6; D1 potentiator: 4; TRHR ag: 14; D2 antag: -2; D1 ag: 19

Results for O=C(NCCCn1ccnc1)c1ccc(NS(=O)(=O)c2cccc([N+](=O)[O-])c2)cc1 ?
TRHR PAM: -1; D2 PAM: -1; D2 ag: -0.3; D1 antagonist: -3; D1 potentiator: -6; TRHR ag: 0.0; RXFP1 antag: 9; D2 antag: 14; D1 ag: 3

How did CSCCC(NS(=O)(=O)c1ccccc1F)C(=O)NCC(c1ccc(F)cc1)N1CCOCC1 (stereo not drawn) do in these assays?
TRHR PAM: -4; D2 PAM: -20; D2 ag: 1.1; D1 antagonist: -11; D1 potentiator: 0; TRHR ag: -0.5; RXFP1 antag: -1; D2 antag: -8; D1 ag: 2

How did CCOC(=O)c1ccc(NS(C)(=O)=O)cc1 do in these assays?
TRHR PAM: -5; D2 PAM: 1; D2 ag: 0.6; D1 antagonist: -4; D1 potentiator: -3; TRHR ag: -0.1; RXFP1 antag: -14; D2 antag: -6; D1 ag: 1

How did O=[N+]([O-])/C=C/c1ccc2c(ccn2Cc2ccccc2)c1 do in these assays?
TRHR PAM: -26; D2 PAM: 6; D2 ag: 1.4; D1 antagonist: -38*; D1 potentiator: -17; TRHR ag: 7.5; RXFP1 antag: -94*; D2 antag: -9; D1 ag: 6

Going on with the list:
Results for CCOC(=O)c1[nH]c(C)c(C(=O)N(C)C)c1C ?
TRHR PAM: 6; D2 PAM: 5; D2 ag: -2.2; D1 antagonist: -16; D1 potentiator: -4; TRHR ag: -0.7; RXFP1 antag: 0; D2 antag: 8; D1 ag: 6

Results for O=Cc1sc(N2CCOCC2)nc1-c1ccccc1 ?
TRHR PAM: -4; D2 PAM: 2; D2 ag: -0.6; D1 potentiator: -1; TRHR ag: -0.4; D2 antag: 7; D1 ag: 1

Results for CC1CCCN(C(=O)C2(NC(=O)Nc3cccc(F)c3)CCCCC2)C1 (stereo not drawn) ?
TRHR PAM: -5; D1 antagonist: -8; D1 potentiator: -2; TRHR ag: -1.1; RXFP1 antag: -14; D1 ag: 14

How did CC1=C(C(=O)OC(C)C)C(c2ccc(C)o2)NC(=O)N1 (stereo not drawn) do in these assays?
TRHR PAM: -1; D2 PAM: -8; D2 ag: 0.3; D1 antagonist: 3; D1 potentiator: -2; TRHR ag: 0.0; RXFP1 antag: -1; D2 antag: 10; D1 ag: 0

Results for O=C(c1ccccc1Cl)N(C(=O)c1ccccc1Cl)c1nccc(-c2cccs2)n1 ?
TRHR PAM: 11; D2 PAM: 7; D2 ag: -0.5; D1 antagonist: -5; D1 potentiator: 4; TRHR ag: -0.1; RXFP1 antag: -1; D2 antag: -20; D1 ag: 2

How did c1ccc(C(Cc2nc(-c3cccnc3)no2)c2ccccc2)cc1 do in these assays?
TRHR PAM: -9; D2 PAM: 8; D2 ag: -0.7; D1 antagonist: -7; D1 potentiator: -8; TRHR ag: 0.0; RXFP1 antag: -26; D2 antag: 0; D1 ag: 9

How did Cc1cc(C)c2c(C)nn(C3CCCCC3)c2n1 do in these assays?
TRHR PAM: 2; D2 PAM: -4; D2 ag: -3.7; D1 antagonist: 1; D1 potentiator: -5; TRHR ag: -0.8; RXFP1 antag: 22; D2 antag: -1; D1 ag: 2

How did N#Cc1c(C(F)(F)F)cc(-c2cccs2)nc1SCc1cccnc1 do in these assays?
TRHR PAM: 6; D2 PAM: 5; D2 ag: 0.4; D1 antagonist: 12; D1 potentiator: 3; TRHR ag: 0.1; RXFP1 antag: -10; D2 antag: -1; D1 ag: 16

How did Cc1cccc2cc(CN(CCc3ccccc3)C(=O)N3CCOCC3)c3nnnn3c12 do in these assays?
TRHR PAM: -3; D2 PAM: 5; D2 ag: -0.7; D1 antagonist: 11; D1 potentiator: -4; TRHR ag: -1.1; RXFP1 antag: -3; D2 antag: -5; D1 ag: 2

Results for CC12CCC(C(=O)Nc3ccccc3Br)(C/C1=N\O)C2(C)C (stereo not drawn) ?
TRHR PAM: -5; D2 PAM: 13; D2 ag: 0.6; D1 antagonist: 4; D1 potentiator: 5; TRHR ag: -1.0; RXFP1 antag: 8; D2 antag: 20; D1 ag: 1

Bioassay records (PubChem)
